Bioassay records (PubChem BioAssay)
NFkB binder = binders of human NF-kappa-B p105; P19838; Small molecule microarray, anti-His fluorescence binding; 17,000 tested, 1.3% active; calls only;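 active = spot fluorescence over background significantly raised, with a chance value under 7% in all four replicate spots of the compound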;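 note: probe protein is his-tagged human p50 processed subunit at 1 µg/ml; raw spot fluorescence signals with no normalization applied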
Target sequence (P19838 1-433 limits assumed): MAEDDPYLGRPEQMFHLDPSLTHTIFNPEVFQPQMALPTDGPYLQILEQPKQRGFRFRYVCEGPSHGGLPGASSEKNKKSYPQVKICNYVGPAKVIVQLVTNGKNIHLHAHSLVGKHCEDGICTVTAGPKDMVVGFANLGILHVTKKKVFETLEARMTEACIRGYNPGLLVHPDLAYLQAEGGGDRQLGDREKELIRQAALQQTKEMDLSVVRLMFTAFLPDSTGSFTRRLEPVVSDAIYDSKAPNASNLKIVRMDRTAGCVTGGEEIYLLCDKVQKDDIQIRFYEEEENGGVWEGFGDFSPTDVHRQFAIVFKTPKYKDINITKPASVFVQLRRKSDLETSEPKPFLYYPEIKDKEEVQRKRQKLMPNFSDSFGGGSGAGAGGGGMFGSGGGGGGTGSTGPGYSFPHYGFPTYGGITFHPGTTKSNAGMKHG
Calls only; i = inactive; + = active, no number.

Start of the listing, in advance:
SMILES,NFkB binder
Cc1noc(C)c1S(=O)(=O)N(C)C[C@@H]1Oc2ccc(NC(=O)Nc3cccc4ccccc34)cc2CC(=O)N([C@H](C)CO)C[C@@H]1C,i
C[C@@H]1CCCCO[C@@H](CN(C)Cc2ccc(C(F)(F)F)cc2)[C@@H](C)CN([C@H](C)CO)C(=O)c2cc(NC(=O)C3CCCCC3)ccc2O1,i

This part in full, repeating the preview:
SMILES,NFkB binder
Cc1noc(C)c1S(=O)(=O)N(C)C[C@@H]1Oc2ccc(NC(=O)Nc3cccc4ccccc34)cc2CC(=O)N([C@H](C)CO)C[C@@H]1C,i
C[C@@H]1CCCCO[C@@H](CN(C)Cc2ccc(C(F)(F)F)cc2)[C@@H](C)CN([C@H](C)CO)C(=O)c2cc(NC(=O)C3CCCCC3)ccc2O1,i
CC/C(=C(/c1ccccc1)c1ccc(OCCN(C)C)cc1)c1ccccc1,i
CCOc1ncnc2ccc(Br)cc12,i
COc1ccc(C#Cc2cnc3c(c2)C(=O)N([C@H](C)CO)C[C@H](C)[C@H](CN(C)S(=O)(=O)c2ccc(C)cc2)O3)cc1OC,i
COC(=O)Nc1ccc2[nH]cc(CCNC(C)=O)c2c1,i
Cc1cnn(CCCNC(=O)c2cc(-c3cccnc3)nc3ccc(Cl)cc23)c1,i
C/C(=C/CO)CC[C@@H]1[C@@](C)(O)CCC2C(C)(C)CCC[C@]21C (some centres undefined),i
CCC(Oc1nc2ccccc2nc1-c1ccccc1NC(C)=O)C(=O)c1ccccc1 (centres undefined),i
C[C@@H]1CN([C@H](C)CO)C(=O)c2cccc(NC(=O)NC3CCCCC3)c2O[C@H]1CN(C)S(=O)(=O)c1cn(C)cn1,i
O=C(NCc1nc2ccccc2[nH]1)C1=C[C@@H](c2ccc3c(c2)OCO3)C[C@@H](OCc2ccc(CO)cc2)O1,i
COc1cc(SC)ccc1-c1nc2ccncc2[nH]1,i
C[C@@H]1CCCCO[C@H](CN(C)C)[C@H](C)CN([C@@H](C)CO)C(=O)c2cc(NC(=O)Cc3ccccc3)ccc2O1,i
COc1ccccc1C(=O)Nc1ccccc1C(=O)NCc1ccco1,i
CNCCCC1c2ccccc2C=Cc2ccccc21,i
Cc1nn(C(=O)Cn2ccc([N+](=O)[O-])n2)c(C)c1I,i
C[C@@H]1CN([C@@H](C)CO)C(=O)CCCn2cc(nn2)CO[C@H]1CN(C)Cc1ccc2cccnc2c1,i
CC(C)(O)[C@@H]1Cc2cc3ccc(=O)oc3cc2O1,i
C=C(C(=O)O)C(CCCCCC)C(=O)O (centres undefined),i
Cc1noc(C)c1S(=O)(=O)Nc1ccc2c(c1)C(=O)N([C@H](C)CO)C[C@H](C)[C@@H](CN(C)C(=O)Nc1ccccc1)OCCCC[C@@H](C)O2,i
COc1ccc(CN(C)C[C@@H]2Oc3ccc(NC(=O)Cn4cnnn4)cc3CC(=O)N([C@H](C)CO)C[C@@H]2C)cc1,i
C[C@@H]1CC[C@]2(C(=O)O)CC[C@]3(C)C(=CCC4[C@@]5(C)CC[C@@H](O)[C@](C)(C(=O)O)C5CC[C@]43C)C2[C@H]1C (some centres undefined),i
COc1ccc(CN(C)C[C@H]2OCCCC[C@@H](C)Oc3ccc(NS(=O)(=O)c4ccc(F)cc4)cc3C(=O)N([C@H](C)CO)C[C@H]2C)cc1,i
C[C@@H]1CN([C@H](C)CO)C(=O)Cc2cc(NC(=O)C3CC3)ccc2O[C@@H]1CN(C)Cc1ccncc1,i
C=C1CC[C@H](O)CC1=C/C=C1\CCC[C@]2(C)[C@@H]([C@H](C)CC[C@@H](O)C(C)(C)O)CC[C@@H]12,i
COC1OC(O)C(O)C12CC[C@@]1(O2)[C@H](C)C[C@H]2OC(=O)[C@@]3(C)CCC[C@]1(C)C23 (some centres undefined),i
COc1ccc(CN(C)C[C@@H]2Oc3ccc(NC(=O)Cc4ccccc4)cc3C(=O)N([C@H](C)CO)C[C@H]2C)cc1,i
Cc1ccc2c(c1)c(-c1ccccc1)c(-c1ccccc1)n2CC(O)CN1CCN(CCO)CC1 (centres undefined),i
COc1ccc(CN(C)C[C@H]2Oc3c(NS(=O)(=O)c4cccs4)cccc3C(=O)N([C@@H](C)CO)C[C@@H]2C)cc1,i
COc1ccc(NC(=O)O[C@H]2[C@H](OC(=O)Nc3ccccc3)[C@H](OC(=O)Nc3ccccc3)[C@@H](OC)O[C@@H]2CO)cc1,i
CNC[C@H]1Oc2c(NC(=O)C3CCOCC3)cccc2C(=O)N([C@@H](C)CO)C[C@@H]1C,i
C[C@H](CO)N1C[C@H](C)[C@@H](CN(C)C(=O)c2ccncc2)OCCCC[C@H](C)Oc2ccc(NS(C)(=O)=O)cc2C1=O,i
COc1ccc(S(=O)(=O)N(C)C[C@@H]2Oc3ccc(NC(=O)Nc4cccc5ccccc45)cc3CC(=O)N([C@@H](C)CO)C[C@@H]2C)cc1,i
C[C@H]1CN([C@@H](C)CO)C(=O)Cc2cc(NC(=O)Cc3ccccc3)ccc2O[C@H]1CN(C)C(=O)NC1CCCCC1,i
O=C(COc1ccccc1)Nc1cccc(-c2nc3c(ccc4ccccc43)o2)c1,i
O=C(CCSc1nnc(-c2cccc([N+](=O)[O-])c2)o1)Nc1ccc(Br)cc1,i
CCOC(=O)CN(c1c(C)cccc1C)S(C)(=O)=O,i
Cc1ccc(OCC(=O)Nc2ccc(Cl)cc2)c(-n2nc3ccccc3n2)c1,i
C[C@@H]1CCCCO[C@@H](CN(C)C)[C@H](C)CN([C@H](C)CO)C(=O)c2cc(NC(=O)Nc3ccc(F)cc3)ccc2O1,i
C[C@@H]1CN([C@@H](C)CO)C(=O)Cc2cc(NS(=O)(=O)c3cn(C)cn3)ccc2O[C@H]1CN(C)CC1CC1,i
O=C(c1ccc(F)cc1)C1CCN(CCn2c(=S)[nH]c3ccccc3c2=O)CC1,i
COc1ccc(-c2cc(-c3cccs3)nc(SC(C(=O)O)c3ccccc3)c2C#N)cc1 (centres undefined),i
CSc1ccc(C2C(C(=O)c3sc(C)nc3C)C(=O)C(=O)N2Cc2cccnc2)cc1 (centres undefined),i
Cc1noc(C)c1S(=O)(=O)N(C)C[C@H]1Oc2ccc(NC(=O)CCN3CCOCC3)cc2CC(=O)N([C@@H](C)CO)C[C@H]1C,i
Cc1noc(C)c1NC(=O)Nc1ccc2c(c1)CC(=O)N([C@H](C)CO)C[C@H](C)[C@H](CN(C)S(=O)(=O)c1ccccc1)O2,i

The last 2 compounds of the part above are carried over, then new ones follow.
SMILES	NFkB binder
Cc1noc(C)c1S(=O)(=O)N(C)C[C@H]1Oc2ccc(NC(=O)CCN3CCOCC3)cc2CC(=O)N([C@@H](C)CO)C[C@H]1C	i
Cc1noc(C)c1NC(=O)Nc1ccc2c(c1)CC(=O)N([C@H](C)CO)C[C@H](C)[C@H](CN(C)S(=O)(=O)c1ccccc1)O2	i
CC(=O)c1ccccc1NS(=O)(=O)c1c(C)nn(-c2ccccc2)c1C	i
Cc1ccc(S(=O)(=O)N(C)CC(=O)Nc2ccccc2C(N)=O)cc1	i
C[C@H]1CCCCO[C@@H](CN(C)C(=O)c2ccncc2)[C@@H](C)CN([C@@H](C)CO)C(=O)c2cc(NS(C)(=O)=O)ccc2O1	i
c1ccc2nc(C3=NCCN3)cnc2c1	i
C[C@H]1CN([C@@H](C)CO)C(=O)c2cc(NS(=O)(=O)c3ccc(Cl)cc3)ccc2O[C@@H]1CN(C)C(=O)Nc1ccc2c(c1)OCO2	i
CNC[C@H]1Oc2ccc(NC(=O)CCCN(C)C)cc2C(=O)N([C@@H](C)CO)C[C@H]1C	i
Cc1c(C(=O)Nc2cnccn2)oc2ccccc12	i
C[C@@H]1CN([C@@H](C)CO)C(=O)Cc2cc(NC(=O)Cc3ccccc3)ccc2O[C@H]1CN(C)C(=O)Nc1ccccc1	i
COCC1CC(c2ccccc2)OC(c2ccc(NC(=O)CCCCCCC(=O)O)cc2)O1 (centres undefined)	i
COc1ccc(-c2nc3ccccc3o2)cc1NC(=O)COc1ccc(C(C)C)cc1	i
C[C@H](CO)N1C[C@H](C)[C@H](CN(C)Cc2ccncc2)Oc2ccc(NS(C)(=O)=O)cc2CC1=O	i
C[C@H](CO)N1C[C@H](C)[C@@H](CN(C)Cc2ccncc2)Oc2c(NS(=O)(=O)c3cn(C)cn3)cccc2C1=O	i
C[C@H]1CN([C@@H](C)CO)C(=O)c2cc(NC(=O)Cn3cnnn3)ccc2O[C@@H]1CN(C)S(C)(=O)=O	i
Cc1noc(C)c1NC(=O)Nc1ccc2c(c1)CC(=O)N([C@@H](C)CO)C[C@H](C)[C@@H](CN(C)S(=O)(=O)c1ccccc1)O2	i
Cc1ccc(-c2nnc(SCC(=O)c3cccc([N+](=O)[O-])c3)n2C)cc1	i
CN1CCN(C(=O)C2=C[C@@H](C3CC3)C[C@@H](OCCCCO)O2)CC1	i
C[C@@H]1CN([C@@H](C)CO)C(=O)Cc2cc(NC(=O)NC3CCCCC3)ccc2O[C@@H]1CN(C)C(=O)Nc1ccccc1	i
CC(C)NC(=O)Nc1ccc2c(c1)C(=O)N([C@@H](C)CO)C[C@@H](C)[C@H](CN(C)Cc1ccccc1)O2	i
Cc1noc(C)c1S(=O)(=O)Nc1ccc2c(c1)C(=O)N([C@@H](C)CO)C[C@H](C)[C@H](CN(C)S(=O)(=O)c1cn(C)cn1)O2	i
COc1cc(CO)cc(I)c1O[C@H]1C=C(C(=O)NCCO)C[C@@H](NC[C@@H]2CCCO2)[C@@H]1O	i
COc1ccc(NC(=O)Nc2ccc3c(c2)C(=O)N([C@H](C)CO)C[C@@H](C)[C@@H](CN(C)Cc2ccc4c(c2)OCO4)OCCCC[C@@H](C)O3)cc1	i
Cc1ccc(-c2nnc(SCC(=O)c3ccc([N+](=O)[O-])cc3)o2)cc1	i
COc1ccc(CN(C)C[C@@H]2Oc3ccc(NC(=O)Nc4ccc(F)cc4)cc3C(=O)N([C@H](C)CO)C[C@H]2C)cc1	i
C[C@H](CO)N1C[C@H](C)[C@@H](CN(C)S(=O)(=O)c2cccs2)Oc2ccc(NS(C)(=O)=O)cc2CC1=O	i

Gathered by group, those above containing a furan ring, fused or not (2)
SMILES	NFkB binder
COc1ccccc1C(=O)Nc1ccccc1C(=O)NCc1ccco1	i
Cc1c(C(=O)Nc2cnccn2)oc2ccccc12	i

(more compounds)
SMILES	NFkB binder
C[C@@H]1CN([C@@H](C)CO)C(=O)c2cc(NS(C)(=O)=O)ccc2O[C@@H](C)CCCCO[C@H]1CN(C)C(=O)c1ccccc1	i
CNC[C@@H]1Oc2c(NC(=O)Nc3cccc4ccccc34)cccc2C(=O)N([C@@H](C)CO)C[C@H]1C	i
C[C@@H]1CN([C@@H](C)CO)C(=O)c2cc(NC(=O)Nc3ccc(C(F)(F)F)cc3)ccc2O[C@@H](C)CCCCO[C@H]1CN(C)Cc1ccc(C(F)(F)F)cc1	+
C[C@H]1CN([C@@H](C)CO)C(=O)c2cccc(NS(=O)(=O)c3ccccc3)c2O[C@@H]1CN(C)C(=O)Nc1cccc2ccccc12	i
CNC[C@@H]1OCCCC[C@H](C)Oc2ccc(NS(C)(=O)=O)cc2C(=O)N([C@@H](C)CO)C[C@H]1C	i
C[C@@H]1CN([C@H](C)CO)C(=O)Cc2cc(NC(=O)Nc3ccc(F)cc3)ccc2O[C@H]1CN(C)Cc1ccc2c(c1)OCO2	i
CC(C)=CCN(C(=O)C#Cc1ccccc1)[C@H](CO)c1ccccc1	+
Cc1noc(C)c1NC(=O)Nc1cccc2c1O[C@H](CN(C)C)[C@H](C)CN([C@H](C)CO)C2=O	i
COc1ccc2c(c1)c(/C=C/c1nc3ccc(I)cc3c(=O)n1CCCO)c(C)n2C	i
OC[C@H]1O[C@@H](OCc2ccccc2)[C@H](O)[C@@H](O)[C@@H]1O	i
O=C(O)CSc1nnc(-c2sc3ccccc3c2Cl)n1-c1ccccc1	i
C[C@H]1CCCCO[C@H](CN(C)C)[C@@H](C)CN([C@@H](C)CO)C(=O)c2cc(NC(=O)c3ccncc3)ccc2O1	i
COC(=O)[C@]1(CCC(=O)OC(C)(C)C)N=C(c2ccc(OCCCO)cc2)O[C@@H]1c1ccccc1CN=[N+]=[N-]	i
Cc1cc(C)n(S(=O)(=O)c2cc(C(=O)O)c(Cl)cc2Cl)n1	i
COc1ccc(S(=O)(=O)N(C)C[C@@H]2Oc3c(NC(=O)C4CC4)cccc3C(=O)N([C@@H](C)CO)C[C@H]2C)cc1	i
C[C@@H]1CN([C@@H](C)CO)C(=O)c2cc(NC(=O)Cc3ccccc3)ccc2O[C@@H](C)CCCCO[C@@H]1CN(C)S(=O)(=O)c1ccc(F)cc1	i
Cc1noc(C)c1NC(=O)N(C)C[C@@H]1OCc2cn(nn2)CCCC(=O)N([C@H](C)CO)C[C@@H]1C	i
O=C(O)Cn1c(=O)n(CC(=O)O)c2ccccc21	i
Cn1c2ccccc2c2c3c(c4c5ccccc5n(CCC#N)c4c21)CNC3=O	i
C[C@@H]1CCCCO[C@@H](CN(C)Cc2ccncc2)[C@@H](C)CN([C@@H](C)CO)C(=O)c2cc(NC(=O)c3ccncc3)ccc2O1	i
Cn1c(=O)c2c(ncn2CCCN)n(C)c1=O	i
C[C@H]1CN([C@@H](C)CO)C(=O)Cc2cc(NC(=O)C3CC3)ccc2O[C@H]1CN(C)S(=O)(=O)c1cccs1	i
C[C@@H]1CN([C@H](C)CO)C(=O)c2cccc(NC(=O)NC3CCCCC3)c2O[C@@H]1CN(C)S(=O)(=O)c1ccc(Cl)cc1	i
COc1ccccc1OCC(=O)Nc1ccccc1C(=O)N1C(C)CCCC1C (centres undefined)	i
COc1ccc(NC(=O)Nc2cccc3c2O[C@H](CN(C)S(=O)(=O)c2ccc(Cl)cc2)[C@@H](C)CN([C@H](C)CO)C3=O)cc1	i
Cc1cc(C(=O)Nc2cccc3c2O[C@H](CN(C)C(=O)NC2CCCCC2)[C@@H](C)CN([C@H](C)CO)C3=O)n(C)n1	i

Two of the compounds above, with each value named:
> COc1ccc(NC(=O)Nc2cccc3c2O[C@H](CN(C)S(=O)(=O)c2ccc(Cl)cc2)[C@@H](C)CN([C@H](C)CO)C3=O)cc1
  NFkB binder = i

> C[C@H]1CN([C@@H](C)CO)C(=O)Cc2cc(NC(=O)C3CC3)ccc2O[C@H]1CN(C)S(=O)(=O)c1cccs1
  NFkB binder = i

The list is partial, so the mix of outcomes need not match the whole.
